Assay outcomes deposited in PubChem BioAssay by several laboratories.
PolyA inhibitor: inhibitors of polyadenylation in S. cerevisiae. AID 1875. hit rate 0.02% among 300,000. calls only at 12 µM. S. cerevisiae SKY197-pL101 polyadenylation reporter, beta-gal luminescence; efflux-impaired pdr1/pdr3 knockout yeast; score 100 = 6 SD above DMSO;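 active means lowest replicate activity score at least 50, where 100 means six control SD above control mean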;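 further: yeast exposed to compound for 9 h at 30 °C; higher score means more reporter readthrough which indicates perturbed polyadenylation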
MrgX1 PAM: allosterically activates human MrgX1 receptor signaling; hit rate 0.63% among 310,000; B-score at 10 µM; MrgX1-HEK293, Fluo-4 calcium flux, FDSS; active compounds read high; Q96LB2;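 active means plate-corrected calcium response at least 3 library SD above typical, normal starting fluorescence, not activating the receptor alone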;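 further: compound read alongside a low EC10 to EC30 dose of BAM8-22 agonist; peak minus trough fluorescence over baseline measured at the second addition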
Target sequence (Q96LB2 whole entry, looked up): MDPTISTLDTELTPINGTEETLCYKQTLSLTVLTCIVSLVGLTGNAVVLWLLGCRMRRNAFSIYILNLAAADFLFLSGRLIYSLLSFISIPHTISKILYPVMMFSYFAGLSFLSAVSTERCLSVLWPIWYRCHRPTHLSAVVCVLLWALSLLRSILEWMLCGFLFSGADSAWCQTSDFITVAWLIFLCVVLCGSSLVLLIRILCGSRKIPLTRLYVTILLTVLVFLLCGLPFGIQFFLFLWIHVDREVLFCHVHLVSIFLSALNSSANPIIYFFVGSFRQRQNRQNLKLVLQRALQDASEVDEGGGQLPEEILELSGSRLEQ
TRPC4 inh: inhibitors of mouse TRPC4 channel. Q9QUQ5. HEK293 TRPC4beta/mu-opioid, DAMGO-evoked Fluo4 calcium flux; active compounds read low. B-score at 10 µM. hit rate 0.39% among 300,000. AID 2247;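 active means B-score over 3 SD under the library average, no early fluorescence shift, positive overall ratio signal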
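Assay system: HEK293 cells with stable TRPC4beta plus mu-opioid receptor expression; Probe or stimulus: DAMGO in two steps, submaximal then maximal; Dosing: single-point compound dosing; Measured by: Fluo4 calcium-dye fluorescence, kinetic read; Read-out basis: B score from integrated Fluo4 fluorescence ratio.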
AI-2 QS mod: modulates the Vibrio harveyi AI-2 quorum sensing system | Vibrio harveyi JMH597 AI-2 luminescence/OD600 ratio, 9 h; active compounds read low; strain lacks LuxN and CqsS sensors; 0 = neutral-control median | activity change, % at 7.5 µM | hit rate 0.4% among 300,000; in the data active means activity change below about -75%, passing the limit was not always enough;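 further: luminescence divided by OD600 gain over 9 h not by final OD600 alone; inactives centre near 13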
TRPC6 inhibitor: mouse TRPC6 channel inhibition; HEK293-TRPC6, membrane potential dye, ACh-evoked depolarization; active compounds read low; B-score at 10 µM; hit rate 1.1% among 310,000; AID 2553;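 active means B-score under library mean minus 3 SD, initial fluorescence not abnormally high, positive integrated signal ratio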;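 further: B-score derived from integrated fluorescence ratio over the kinetic read; more negative B-score means stronger inhibition of depolarization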
HIF activator: HIF pathway transcriptional activation | U2OS HRE-luciferase reporter, luminescence; normalized: DMSO 0%, desferrioxamine 100% | hit rate 0.32% among 300,000 | AID 1910 | activation, % at 7.5 µM (by protocol);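 active means mean activation of at least 10% of the iron chelator positive control signal, with at least half of replicates also reaching 10%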
MrgX1 antagonist: antagonists of human MrgX1 receptor; MRGX1-HEK293 calcium flux, Fluo-4, BAM8-22 antagonism; active compounds read low; hit rate 1.3% among 310,000; B-score at 10 µM; Q96LB2;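 active means calcium-response B-score plate-corrected more than 3 library SD below zero, starting fluorescence within 5 deviations, no agonist response on first addition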;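 further: peak minus trough fluorescence over baseline after final BAM8-22 challenge near maximal dose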
MrgX1 agonist: human MrgX1 receptor agonism, primary screen; MrgX1-HEK293 cells, Fluo-4 calcium fluorescence, agonist mode; active compounds read high; B-score at 10 µM; hit rate 0.44% among 310,000;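 active means calcium response B-score plate-corrected fluorescence ratio at least 3 library SD, with starting fluorescence B-score inside 5 SD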
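System: HEK293 cells stably expressing human MrgX1 receptor; Dosing: test compound in the initial addition of three; Schedule: overnight plating, then 30 min 37 °C plus 30 min room-temperature dye loading; Detection: kinetic calcium dye fluorescence, Fluo-4 NW; Controls: per-plate positive and negative controls for Z′ factor.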
TRPC6 act: mouse TRPC6 channel activation. HEK293-TRPC6 membrane potential dye fluorescence; active compounds read high. B-score at 10 µM. hit rate 0.13% among 310,000;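 active means B-score of the integrated fluorescence ratio above library mean plus 3 SD, and starting fluorescence ratio within library mean plus 5 SD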;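 further: higher score means more depolarization so channel activation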
TRPC4 PAM: allosterically enhances the mouse TRPC4 cation channel. B-score at 10 µM. HEK293 TRPC4beta/mu-opioid, DAMGO EC20, Fluo-4 Ca2+ flux; active compounds read high. hit rate 0.42% among 310,000;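 active means B-score of calcium response area above 5 SD of library B-scores, with initial fluorescence ratio within 5 SD of library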;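 further: B-score of integrated fluorescence ratio over time as area under calcium response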
TRPC4 agonist: opens the mouse TRPC4 cation channel | HEK293 TRPC4beta/mu-opioid, Fluo4 calcium fluorescence; active compounds read high | B-score at 10 µM | hit rate 0.49% among 310,000 | AID 2237;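 active means B-score above 5 SD of library B-scores, and initial fluorescence ratio not above library mean plus 5 SD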;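 further: positive B-score marks a calcium rise read as TRPC4 activation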
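Assay system: HEK293 cells stably co-expressing mouse TRPC4beta and mu-opioid receptor / Timing: Fluo4 dye loading 45 min at room temperature, 110 s recording / Signal: Fluo4 calcium-sensitive dye fluorescence, kinetic, 1 Hz baseline / Read-out: integrated baseline-normalised fluorescence ratio, converted to per-well B score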
The depositor's hits bear a star; i = inactive; nt = no result given. This is a subset; count on the stated rates, not on these rows.

SMILES	PolyA inhibitor	MrgX1 PAM	TRPC4 inh	AI-2 QS mod	TRPC6 inhibitor	HIF activator	MrgX1 antagonist	MrgX1 agonist	TRPC6 act	TRPC4 PAM	TRPC4 agonist
CC(=O)C1[C@H](N(C)C)CC2C3CC=C4CC(O)CC[C@]4(C)C3CC[C@@]21C (some centres not stated)	i	i	i	8	i	-2.8	i	i	i	i	i
CCC(=O)Nc1c(-c2ccccc2)c(=O)c2ccccc2n1C	i	i	i	18	i	0.2	i	i	i	i	i
CC(=O)Oc1ccc(C(=O)[C@H]2[C@H]3C(=O)N(c4cccc5ccccc45)C(=O)[C@H]3[C@@H]3C=CC=NN32)cc1	i	i	i	28	i	-0.1	i	i	i	i	i
C=C(C)Cn1c(NCCC)nc2c1c(=O)n(C)c(=O)n2C	i	i	i	-7	i	-0.2	i	i	i	i	i
N#Cc1ccccc1OCCN1C(=O)c2ccccc2C1=O	i	i	i	13	i	1.9	i	i	i	i	i
CC(=O)c1nn(-c2cccc(Br)c2)cc1C(=O)c1ccc(Cl)cc1	i	i	i	-4	i	0.1	i	i	i	i	i
O=C(OCc1ccc(F)cc1)c1ccc2ccccc2n1	i	i	i	-74	i	0.4	i	i	i	i	i
Cc1nc2c(-c3ccc(F)cc3)c(C)nn2c(C)c1CCC(=O)NCc1ccco1	i	i	i	27	i	0.0	i	i	i	i	i
Cc1ccc(Cn2ncn3c(cc4ccccc43)c2=O)cc1	i	i	i	12	i	-0.3	i	i	i	i	i
CCCCN1C(=O)c2ccccc2C1C(=O)NC1CCCC1 (configuration not stated)	i	i	i	22	i	0.1	i	i	i	i	i
Cc1ccc(N(CC(O)COCc2ccco2)S(=O)(=O)c2ccc(C)cc2)cc1 (configuration not stated)	i	i	i	9	i	0.5	i	i	i	i	i
CCc1cc(C(=O)N2CCCC(C(=O)c3cccc(OC(C)C)c3)C2)n(C)n1 (configuration not stated)	i	i	i	6	i	0.2	i	i	i	i	i
Cc1nn(-c2ccccc2)c(C)c1/C=N/NC(=O)CSc1nnc(-c2ccccc2)n1-c1ccc(Cl)cc1	i	i	i	2	i	-0.3	i	i	i	i	i
CCCCN1CC(COc2ccccc2)OC1=O (configuration not stated)	i	i	i	-1	i	-0.3	i	i	i	i	i
CCOC(=O)c1cc2c(=O)n3ccccc3nc2n(CC(C)C)c1=NC(=O)c1ccco1	i	i	i	21	i	-0.3	i	i	i	i	i
CCOC(=O)N1CCC2(CC1)C(C#N)=C(N)OC1=C2C(=O)CCC1	i	i	i	-5	i	-0.1	i	i	i	i	i
COc1ccccc1NC(=S)NNC(=O)c1ccc(O)cc1	i	i	i	3	i	2.5	i	i	i	i	i
CCOc1ccc(CNC(=O)CCCC(=O)n2nc(C)c3ccccc32)cc1	i	i	i	12	i	0.3	i	i	i	i	i
Cn1c2ccccc2c2c(C(=O)O)cn(C3CCCC3)c(=O)c21	i	i	i	24	i	-0.4	i	i	i	i	i
CC1CC(C)CN(CC(O)COCc2ccccc2F)C1 (configuration not stated)	i	i	i	14	i	-0.7	i	i	i	i	i
C/C(O)=C(/C=NCC(=O)O)C(=O)Nc1nccs1	i	i	i	16	i	0.1	i	i	i	i	i
CC1Cc2cc(S(=O)(=O)N3CCC(C(=O)N4CCN(c5ccccc5F)CC4)CC3)ccc2N1C(=O)C1CC1 (configuration not stated)	i	i	i	20	i	-0.1	i	i	i	i	i
COc1ccccc1C(=O)CSc1nnc(-c2ccco2)o1	i	i	i	11	i	1.3	i	i	i	i	i
Cc1ccc(-n2nnc(-c3cc4ccccc4n3C)n2)cc1	i	i	i	18	i	1.4	i	i	i	i	i
O=C(COC(=O)c1ccc2c(c1)OCCO2)Nc1cc(S(=O)(=O)N2CCOCC2)ccc1Cl	i	i	i	23	i	-0.1	i	i	i	i	i
Additional entries follow:
SMILES	PolyA inhibitor	MrgX1 PAM	TRPC4 inh	AI-2 QS mod	TRPC6 inhibitor	HIF activator	MrgX1 antagonist	MrgX1 agonist	TRPC6 act	TRPC4 PAM	TRPC4 agonist
O=C(Nc1ccccc1)c1ccccc1CC[N+](=O)[O-]	i	i	i	12	i	-0.2	i	i	i	i	i
Cc1ccc(NC(=O)c2sccc2SCc2cccc(C(F)(F)F)c2)cc1	i	i	nt	8	i	0.0	i	i	i	i	i
CCC1=NN(C(=O)C(=O)NCCc2ccccc2)C(O)(C(F)(F)F)C1 (configuration not stated)	i	i	i	38	i	0.0	i	i	i	i	i
COc1ccc(C(=O)/C=C2/C(=O)Nc3ccccc32)c(OC)c1	i	i	i	27	i	1.2	i	i	i	i	i
COc1ccccc1NC(=O)c1nc(S(=O)(=O)Cc2ccccc2)ncc1Cl	i	i	i	7	i	634*	i	i	i	i	i
CC(=O)Nc1ccc(Nc2ccc3nonc3c2[N+](=O)[O-])cc1	i	i	i	-10	i	-0.4	i	i	i	i	i
O=C(NNC(=O)c1ccc[nH]1)Nc1cc(Cl)cc(Cl)c1	i	i	i	-38	i	0.3	i	i	i	i	i
Cc1ccc(C(=O)Nc2c(N)nc(SCC(=O)Nc3cc(C)on3)[nH]c2=O)cc1	i	i	i	-3	i	-0.2	-6.4*	i	i	i	i
COc1ccc(C(=O)C2CCCN(C(=O)C3=CCCC3)C2)c(C)c1 (configuration not stated)	i	i	i	-1	i	-0.2	i	i	i	i	i
CCOC(=O)c1c(N=CN(C)C)c(C#N)n2c1CCC2	i	i	i	1	i	-0.4	i	i	i	i	i
O=[N+]([O-])c1cc2c(cc1/C=N/Nc1nc(Nc3ccccc3)nc(N3CCCCC3)n1)OCO2	i	i	i	32	i	2.5	i	i	i	i	i
COc1ccc(/C=C2\SC(=S)N(CCCC(=O)N3CCOCC3)C2=O)cc1	i	i	i	11	i	-3.5	i	i	i	i	i
Cc1ccccc1-c1nc(CS(=O)CC(=O)NCCN2CCOCC2)c(C)o1 (configuration not stated)	i	i	i	13	i	0.2	i	i	i	i	i
CSc1nsc(/C=C/Nc2ccc(C)c(C)c2)c1C#N	i	i	i	18	i	0.6	i	i	i	i	i
Nc1nc(NC2CCCCC2)nc(NCCO)c1[N+](=O)[O-]	i	i	i	5	i	-15	i	i	i	i	i
O=C(Oc1ccc(N(C(=O)c2ccncc2)S(=O)(=O)c2ccc(F)cc2)cc1)c1ccncc1	i	i	i	11	i	-0.4	i	i	i	i	i
O=C1[C@H]2[C@@H](c3ccc(F)cc3)N3C(=O)N(c4cccc(Br)c4)C(=O)[C@@]3(Cc3ccccc3)[C@H]2C(=O)N1C1CCCCC1	i	i	i	25	i	0.4	i	i	i	i	i
O=C(NCc1ccncc1)C(=O)NCC1OCCCN1S(=O)(=O)c1ccc(F)cc1 (configuration not stated)	i	i	i	15	i	0.0	i	i	i	i	i
CC(=O)N(C)c1ccc(N=Cc2c(O)ccc3ccccc23)cc1	i	i	i	-5	i	1.0	i	i	i	i	i
Cc1ccc(S(=O)(=O)N2CCOC2CNC(=O)C(=O)NCc2ccncc2)cc1 (configuration not stated)	nt	i	i	11	i	0.0	i	i	i	i	i
CC(CCn1cccn1)NC(=O)c1cc(COc2ccc(F)cc2F)on1 (configuration not stated)	i	i	i	25	i	0.2	i	i	i	i	i
O=c1nc2c(-c3cccc(Br)c3)n[nH]n2c2ccccc12	i	i	i	15	i	0.9	i	i	i	i	i
CC(=O)c1cccc(NC(=O)c2ccc(C)c(S(=O)(=O)N3CCOCC3)c2)c1	i	i	i	5	i	2.8	i	i	i	i	i
COc1ccc(-n2c(-c3ccc(C)cc3)n[nH]c2=S)cc1	i	i	i	11	i	0.1	i	i	i	i	i
O=C(NN=C1C2CC3CC1CC(Cl)(C3)C2)c1ccccn1	i	i	i	7	i	1.1	i	i	i	i	i

Three compounds from above, limited to AI-2 QS mod:
Structure	AI-2 QS mod
COc1ccccc1NC(=O)c1nc(S(=O)(=O)Cc2ccccc2)ncc1Cl	7
COc1ccc(C(=O)/C=C2/C(=O)Nc3ccccc32)c(OC)c1	27
O=[N+]([O-])c1cc2c(cc1/C=N/Nc1nc(Nc3ccccc3)nc(N3CCCCC3)n1)OCO2	32

Next part:
SMILES	PolyA inhibitor	MrgX1 PAM	TRPC4 inh	AI-2 QS mod	TRPC6 inhibitor	HIF activator	MrgX1 antagonist	MrgX1 agonist	TRPC6 act	TRPC4 PAM	TRPC4 agonist
COc1ccccc1CNC(=O)[C@H](C)NC(=O)C1CCN(C(=O)[C@@H](N)C(C)C)CC1	i	i	i	41	i	0.0	i	i	i	i	i
O=C1/C(=C/c2ccc(F)cc2)SC(=S)N1CCCC(=O)N1CCCCC1CCO (configuration not stated)	i	i	i	10	i	0.3	i	i	i	i	i
CC12CC(c3ccccc3O1)N(C(=O)c1ccco1)C(=S)N2c1ccc(F)cc1 (configuration not stated)	i	i	i	7	i	-0.1	i	i	i	i	i
Cc1ccc(SCC(=O)OC(C)C(=O)N2CCc3ccccc32)cc1 (configuration not stated)	i	i	i	11	i	-0.6	i	i	i	i	i
CC(C)(C)c1ccc(C(=O)N2CCN(c3nc4ccccc4o3)CC2)cc1	i	i	i	6	i	-0.5	i	i	i	i	i
Cc1ccc(C)c(N2CCN(S(=O)(=O)c3c(C)noc3/C=C/N(C)C)CC2)c1	i	i	i	41	i	-0.1	i	i	i	i	i
CC(=O)c1ccc(OCC(=O)Nc2c(C)nn(-c3ccccc3)c2C)cc1	i	i	i	16	i	0.5	i	i	i	i	i
Cc1cc2cc(CNC(=O)c3cccs3)ccc2[nH]1	i	i	i	24	i	0.2	i	i	i	i	i
O=C(CN1C(=O)CSC1=O)Nc1ccc(N2CCOCC2)cc1	i	i	i	-1	i	-23	i	i	i	i	i
CC(=O)c1cccc(NC(=O)c2ccc(OC3CSC3)cc2)c1	i	i	i	12	i	2.5	i	i	i	i	i
CCN(CC)CCCNC1CCS(=O)(=O)C1 (configuration not stated)	i	i	i	7	i	-0.2	i	i	i	i	i
Cc1cc(Cl)ccc1NC(=O)CCCN1C(=O)CCC1=O	i	i	i	27	i	-0.2	i	i	i	i	i
